Growth percent in the NCI-60 one-dose screen (48 h, 10 µM unless noted): 100 = growth as untreated, 0 = no growth, -100 = all killed.
SNB-19: SNB-19 CNS cancer cells; 81,000 compounds, 2.5% hits; AID 1794751
HCT-116: HCT-116 colon cancer. 82,000 compounds, 7.3% hits. AID 1794798
SF-295: SF-295 CNS cancer cells. 79,000 compounds, 5.6% hits
SNB-75: SNB-75 CNS cancer | 79,000 compounds, 5% hits | AID 1794750
U251: U251 CNS tumor cells | 80,000 compounds, 5.4% hits | AID 1794753
HCC-2998: HCC-2998 colon cancer; 79,000 compounds, 4.7% hits; AID 1794799
SF-539: SF-539 CNS cancer; 81,000 compounds, 6.8% hits
SF-268: SF-268 CNS cancer cells; 82,000 compounds, 3.1% hits
KM12: KM12 colon cancer cells; 82,000 compounds, 5% hits; AID 1794800
Active calls of the source: *; . = not tested or not shown; & = joins results of further samples. The calls were made as follows: active = growth percent below 10; inactive = the rest.

SMILES | SNB-19 | HCT-116 | SF-295 | SNB-75 | U251 | HCC-2998 | SF-539 | SF-268 | KM12
Cc1cc(C)n(C(=O)c2c(C)[nH]c(-c3nc4ccccc4[nH]3)c2C)n1 | 92 | 93 | 105 | 100 | 95 | 104 | 95 | 98 | 98
CC(=O)Oc1ccc(OC(C)=O)c2ccccc12 | 92 | 52 | 105 | 105 | 89 | 103 | 100 | 87 | 100
Cc1cc(C)c(CC(=O)c2ccccc2)c(C)c1 | 132 | 99 | 98 | 77 | 100 | . | 92 | 98 | 109
CCOC(=O)N/N=C/c1ccc(OC)cc1 | 108 | 113 | 105 | 101 | 102 | 128 | 104 | 105 | 105
CC(=O)OC(C)(C)Cc1ccccc1 | 110 | 113 | 103 | 95 | 105 | 118 | 106 | 102 | 104
CC[C@H](CC[C@@H](C)[C@H]1CC[C@H]2[C@@H]3CC[C@H]4C/C(=N\OC)CC[C@]4(C)[C@H]3CC[C@]12C)C(C)C | 101 | 101 | 104 | 90 | 101 | 103 | 96 | 94 | 101
O=S(=O)(NCCCNc1nccc(-n2ccc3cccnc32)n1)c1ccccc1 | 98 | 104 | 97 | . | 100 | 118 | 99 | 97 | 98
NS(=O)(=O)c1ccc(-n2ncc3c(N/N=C/c4ccccc4)ncnc32)cc1 | 80 | 83 | 30 | 104 | 90 | 75 | 76 | 77 | 102
CN(Cc1ccc(Cl)cc1)Cc1ccc(Cl)cc1 | 110 | . | 100 | 109 | 104 | . | 108 | 109 | 112
COc1ccc(-c2nc(N/N=C/c3ccc(OC)c(O)c3)nc(N3CCOCC3)c2C#N)cc1 | 95 | 86 | 99 | 79 | 79 | 82 | 70 | 100 | 94
CN(C)c1ccc(C(=O)c2ccc(N(C)C)c(N)c2)cc1N | 45 | 24 | 22 | -11* | 34 | 86 | 3.2* | 44 | 18
COc1ccc2c(c1)/C(=N/c1n[nH]c(=S)s1)C(=O)N2 | 99 | 103 | 106 | 75 | 94 | 107 | 87 | 99 | 89
CC1(C)S[C@@H]2C(N3C(=O)[C@@H](c4ccccc4)NC3(C)C)C(=O)N2[C@H]1C(=O)O (some centres undefined) | 105 | 115 | 97 | 96 | 92 | 102 | 108 | 110 | 105
CC(=O)/C=C(\C)Nc1ccccc1O | 102 | 106 | 116 | 85 | 100 | 95 | 104 | 101 | 97
CCOc1ccc(/C=C/C=N/NC(N)=S)cc1 | 96 | 70 | 97 | 81 | 90 | 70 | 74 | 92 | 84
O=C(Nc1ccc(Oc2cccc(Cl)c2)c(Cl)c1)c1cccnn1 | 90 | 67 | 82 | 78 | 77 | 95 | 95 | 84 | 85
O=c1c2ccccc2c2nc3ccc4c(=O)c5ccccc5c5nc6ccc1c2c6c3c45 | 101 | 103 | . | 83 | . | 106 | 99 | 104 | 101
Cc1ccc2c(n1)C(=O)C(Cl)=C(Nc1cccc(C)c1C)C2=O | 13 | -43* | -53* | 61 | -7.6* | 52 | -56* | 2.8* | 26
N#CC(CC(=O)OCc1ccccc1)NC(=O)OCc1ccccc1 (centres undefined) | 100 | 124 | 117 | 85 | 102 | 100 | 108 | . | 110
CSc1nc(Cl)c2cc(-c3ccc(Cl)cc3)[nH]c2n1 | 80 | 78 | 67 | 71 | 90 | 116 | 99 | 92 | 96
CCN(CC)c1ccc(N=Nc2cc(Cl)ccc2Cl)c(NC(=O)CCC(=O)O)c1 | 110 | 100 | . | 91 | 95 | 107 | 80 | 105 | 101
Oc1c(CCl)cc(Cl)cc1Cc1cc(Cl)cc(Cc2cc(Cl)cc(CCl)c2O)c1O | 28 | 3.1* | 63 | 57 | 32 | 20 | 41 | 17 | 23
FC(F)(F)c1cccc(Nc2ccccc2)c1 | 98 | 95 | 100 | 95 | 98 | 99 | 95 | 103 | 102
CC(C)/C=N/NC(N)=S | 98 | 8.2* | 91 | 81 | 81 | 96 | 102 | 100 | 112
Cc1ccc(OCc2ccc(C(=O)Nc3nccs3)o2)cc1 | 104 | 98 | 100 | 99 | 97 | 103 | 97 | 99 | 101
New compounds follow
SMILES | SNB-19 | HCT-116 | SF-295 | SNB-75 | U251 | HCC-2998 | SF-539 | SF-268 | KM12
O=C1CCN(c2ccc(-c3ccsc3)cc2)N1c1ccc(-c2ccsc2)cc1 | 84 | 71 | 87 | 94 | 97 | 103 | 96 | 88 | 87
CCCCCCCCCCCCNC(=O)c1cccnc1 | 90 | 82 | 88 | 107 | 81 | 78 | 90 | 96 | 89
Cc1ccc(C)c(CC#N)c1 | . | 105 | 102 | 93 | 100 | 115 | 100 | 107 | 104
COc1cc(-c2cn(-c3ccc(Cl)cc3)c(=O)n2-c2ccccc2)cc(OC)c1OC | 77 | 71 | 79 | 26 | 64 | 58 | 81 | 79 | 81
O=C(Nc1ccc(Oc2ccccc2)cc1)Nc1ccc2c(ccn2C(=O)c2cccc(F)c2)c1 | 92 | 58 | 85 | 112 | 92 | 111 | 74 | 97 | 95
OC[C@H]1COC[C@@H](CI)O1 | 98 | 99 | 98 | 100 | 95 | 104 | 102 | 105 | 106
COc1ccc2c(c1)C(=O)/C(=C/c1cccc(OCC(=O)Nc3nc(C)c(C)s3)c1)O2 | 81 | -96* | -83* | -95* | 0.0* | . | -81* | -45* | 9.4*
O=C(CCSCCC(=O)N/N=C/c1ccc(Cl)c(Cl)c1)N/N=C\c1ccc(Cl)c(Cl)c1 | 100 | 107 | 102 | 106 | 107 | 115 | 109 | 111 | 101
COC(=O)c1ccc(O)c(Cl)c1 | 100 | 101 | 106 | 70 | . | 105 | 103 | 111 | 101
Cc1nn(-c2ccccc2)c2ncnc(NCCc3ccccc3)c12 | 103 | 93 | 98 | 104 | 103 | 102 | 102 | 114 | 106
COc1cc(/C=C/C(=O)c2ccc(F)cc2)ccc1OCCCCCOc1cc2c(cc1OC)C(=O)N1CCCC1C=N2 (centres undefined) | 2.9* | -24* | 72 | -57* | -78* | . | -67* | -30* | -63*
N#Cc1c(-c2cccc(Br)c2)n2c(nc1=O)SC(=O)C2=O | 102 | 99 | 100 | 102 | 108 | 104 | 102 | 106 | 108
O=C1C=C(NCCCCCCN2C(=O)c3cccc4cccc(c34)C2=O)C(=O)c2cc3ccccc3cc21 | 107 | 110 | 107 | 90 | 109 | 93 | 106 | 113 | 77
CCN(CC)CCCC(C)Nc1ccnc2cc(C(F)(F)F)ccc12 (centres undefined) | 100 | 90 | 93 | 65 | 96 | 95 | 89 | 94 | 106
Cc1noc(NS(=O)(=O)c2ccc(N=Nc3ccc(N)nc3N)cc2)c1C | 94 | 111 | 99 | 108 | . | 97 | 105 | 101 | 108
COc1cccc(/C=N/Nc2nnc3n2N=C(c2ccccc2)CS3)c1 | 98 | 101 | 107 | 101 | 101 | 112 | 100 | 102 | 112
Cc1nc2sc3c(=O)[nH]c(CC(=O)O)nc3c2c(C)c1Br | 102 | 100 | 99 | 86 | 96 | 100 | 95 | 98 | 102
C=C1CCC2C3(C)COC(c4ccccc4)OC3CCC2(C)C1CC(NCc1ccccc1)C1=CCOC1=O (centres undefined) | 74 | 69 | 72 | . | 77 | 81 | 89 | 82 | 86
CCc1ccc(NC(=O)N[C@@H](Cc2cccc(C)c2)C(=O)N[C@@H]2C(=O)N3CCC[C@H]3C(=O)N3CCCC[C@H]3C(=O)N[C@@H](CO)C(=O)N3C[C@H](C)C[C@H]3C(=O)O[C@H]2C)c(F)c1 | 28 | 12 | 13 | 20 | 32 | 24 | 37 | 30 | 38
CC(=O)Cc1nsc(NC(=O)c2cc(-c3ccc([N+](=O)[O-])cc3)oc2C)n1 | 96 | 106 | 95 | 95 | 107 | 103 | 94 | 96 | 102
COc1ccc(NCc2nnc(-c3ccc(Cl)cc3)o2)cc1 | 85 | 62 | 80 | 85 | 78 | 87 | 80 | 90 | 90
O=C1OC2(OC(=O)c3ccccc32)N(c2ccc([N+](=O)[O-])cc2)c2ccccc21 (centres undefined) | 102 | 96 | 98 | 88 | 106 | 94 | 97 | 92 | 97
O=P(O)(OCC(Br)CBr)OCC(Br)CBr (centres undefined) | 107 | 101 | 95 | 92 | 97 | 91 | 100 | 103 | 107
N=c1sc(Cc2ccc(F)cc2)cn1CC(=O)c1ccc(F)cc1 | 91 | 72 | 71 | 96 | 86 | 63 | 86 | 83 | 47
Cn1c(N)c(N=O)c(=O)n(C)c1=O | 102&100 | 91&102 | 103&105 | 93&87 | 101&93 | 106 | 100&107 | 91&95 | 95&106
The list goes on.
SMILES | SNB-19 | HCT-116 | SF-295 | SNB-75 | U251 | HCC-2998 | SF-539 | SF-268 | KM12
Cc1cccc(N2CCN(C(=S)c3ccc4c(c3)OCO4)CC2)c1 | 47 | 14 | 2.4* | -21* | 21 | 13 | -27* | 47 | 21
N#C/C(=C\c1ccc(F)cc1)c1cc2ccccc2[nH]1 | 98 | 96 | 90 | 85 | 96 | 122 | 96 | 97 | 88
CN(C)c1ccc(C(=C2C=CC(=[N+](C)C)C=C2)c2ccccc2)cc1 | 99 | 82 | 109 | 115 | 56 | 108 | 103 | 103 | 103
O=C(O)C(c1ccccc1)C1(O)CC2CCC1C2 (centres undefined) | 105 | 105 | 99 | 93 | 103 | 110 | 95 | 105 | 108
O=S(=O)(O)c1ccc2cc(S(=O)(=O)O)ccc2c1 | 101 | 102 | 110 | 108 | 102 | 102 | 101 | 104 | 105
CCOC(=O)/C(C)=C\c1ccc(OC)c(OC)c1 | 107 | 94 | 100 | 93 | 94 | 103 | 101 | 98 | 102
CCOC(=O)COCC(=O)OCC | 97 | 107 | 106 | 87 | 103 | 106 | 92 | 106 | 108
CC(=O)OC(C(=O)c1ccccc1)c1ccccc1 (centres undefined) | 103 | 96 | 108 | 85 | 106 | 112 | 114 | 107 | 101
CC1(C)OC2COC3(C(=O)O)OC(C)(C)OC3C2O1 (centres undefined) | 92 | 114 | 103 | 87 | 102 | 98 | 101 | 96 | 98
COc1ccc(COc2ccc(/C=C3/C(=O)Nc4cc(Cl)ccc43)cc2)cc1 | 100 | 101 | 101 | 84 | 97 | 100 | 86 | 100 | 101
c1ccc(Cc2nc3ccccc3c3cc[nH]c23)cc1 | 93 | 93 | 85 | 70 | 92 | 103 | 95 | 99 | 97
Oc1ccccc1/C=C/c1cnccn1 | 100 | 101 | 105 | 73 | 103 | 104 | 96 | 88 | 100
c1ccc(N2CCN(c3nncc4ccccc34)CC2)nc1 | . | 103 | 107 | 105 | 97 | 117 | 113 | 103 | 104
COc1ccccc1Cn1ccc2c1-c1[nH]c(=O)c(S(=O)(=O)c3ccccc3)cc1CCC2 | 105 | 95 | 96 | 88 | 96 | 116 | 105 | 101 | 103
O=[N+]([O-])/C(=C/c1ccccc1)c1ccccc1 | 110 | 97 | 99 | 106 | 97 | 94 | 96 | 106 | 107
COc1cc(-c2ccc(-c3ccc(C(=N)N)cn3)s2)cc(OC)c1OC | 98 | 87 | 88 | 78 | 90 | 108 | 83 | 101 | 103
Cc1ccccc1NC(=O)N(O)C1(C#N)CCCCC1 | 106 | 116 | 70 | 110 | 105 | 95 | 100 | 97 | 108
N=c1c(S(=O)(=O)c2ccc(Cl)cc2)cc2c(=O)n3ccccc3nc2n1Cc1ccccc1 | 94 | 102 | 98 | 90 | 100 | 102 | 102 | 96 | 106
Cn1c(S)c(N=Nc2ccc(O)cc2)sc1=S | 99 | 98 | 99 | . | 99 | 110 | 100 | 100 | 99
Cc1ccc(-c2cc(-c3ccccc3)nc(Nc3nc4ccccc4[nH]3)n2)cc1 | 102 | 98 | 122 | 101 | 92 | . | 102 | 103 | 106
O=c1oc2c(cnc3ccccc32)cc1-c1ccc(F)cc1 | 103 | 101 | 96 | 106 | 107 | 100 | 104 | 99 | 108
Cn1cc(NC(=O)c2cc(NC(=O)CCSc3ccc4ccccc4c3)cn2C)cc1C(=O)NCCCN1CCOCC1 | 96 | 75 | 81 | . | 81 | 107 | 80 | 113 | 100
COc1ccc2oc3c(C)c4c(c(C)c3c2c1)C(=O)N(CCN1CCCCC1)C4=O | 87 | 78 | 103 | 110 | 82 | 105 | 97 | 88 | 98
OC1CSC1 | 103 | 105 | 93 | 88 | 98 | 98 | 98 | 110 | 107
O=C(S)CN1C(=O)c2ccccc2C1=O | 107 | 103 | 98 | 88 | . | 97 | 105 | 105 | 107
O=C(Nc1ccc(F)cc1)c1c(NC(=O)C(F)(F)F)sc2c1CCCCC2 | 13 | 1.8* | -42* | -23* | 6.0* | 10 | -0.7* | 4.3* | 2.1*

Not a retest: nine of the compounds above.
SMILES | SNB-19 | HCT-116 | SF-295 | SNB-75 | U251 | HCC-2998 | SF-539 | SF-268 | KM12
N=c1c(S(=O)(=O)c2ccc(Cl)cc2)cc2c(=O)n3ccccc3nc2n1Cc1ccccc1 | 94 | 102 | 98 | 90 | 100 | 102 | 102 | 96 | 106
Cn1c(S)c(N=Nc2ccc(O)cc2)sc1=S | 99 | 98 | 99 | . | 99 | 110 | 100 | 100 | 99
Cc1ccc(-c2cc(-c3ccccc3)nc(Nc3nc4ccccc4[nH]3)n2)cc1 | 102 | 98 | 122 | 101 | 92 | . | 102 | 103 | 106
O=c1oc2c(cnc3ccccc32)cc1-c1ccc(F)cc1 | 103 | 101 | 96 | 106 | 107 | 100 | 104 | 99 | 108
Cn1cc(NC(=O)c2cc(NC(=O)CCSc3ccc4ccccc4c3)cn2C)cc1C(=O)NCCCN1CCOCC1 | 96 | 75 | 81 | . | 81 | 107 | 80 | 113 | 100
COc1ccc2oc3c(C)c4c(c(C)c3c2c1)C(=O)N(CCN1CCCCC1)C4=O | 87 | 78 | 103 | 110 | 82 | 105 | 97 | 88 | 98
OC1CSC1 | 103 | 105 | 93 | 88 | 98 | 98 | 98 | 110 | 107
O=C(S)CN1C(=O)c2ccccc2C1=O | 107 | 103 | 98 | 88 | . | 97 | 105 | 105 | 107
O=C(Nc1ccc(F)cc1)c1c(NC(=O)C(F)(F)F)sc2c1CCCCC2 | 13 | 1.8* | -42* | -23* | 6.0* | 10 | -0.7* | 4.3* | 2.1*

Compounds as they come (roughly 11% active in at least one column).
